High-throughput results: PubChem, several laboratories
MEP2-GFP yeast = modulators of TOR pathway MEP2-GFP in S. cerevisiae; GFP response vs DMSO, % at 10 µM; S. cerevisiae MEP2-GFP strain, flow cytometry GFP, 3 h; 100% = DMSO control level; 0.51% of 330,000 active;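 active = GFP response versus DMSO above a set limit, roughly screen mean plus 3 SD, cut at about 180% in these data; inconclusive = fewer than 70 cells counted for a yeast strain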;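 also: median GFP fluorescence of the barcode-gated MEP2-GFP cells per well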
AHR act = human AHR activation. P35869. AHR-responsive luciferase reporter cells, luminescence. activation, % at 5 µM. 2.5% of 320,000 active. AID 2796; in the data active = activation above about 47%;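 also: 0% = vehicle wells and 100% = reference agonist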
RPL19A TOR yeast = modulators of TOR pathway RPL19A-GFP in S. cerevisiae; percent response vs DMSO, % at 10 µM; 0.3% of 330,000 active; S. cerevisiae RPL19A-GFP strain, flow cytometry, 3 h; stronger effect = lower value; AID 2025;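 active = percent response vs DMSO below 50%; inconclusive = fewer than 70 events counted for the yeast strain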;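 also: median channel GFP fluorescence of the barcoded RPL19A-GFP strain; ratio of sample median GFP to plate DMSO average so 100% = DMSO; lower means less RPL19A-GFP as with rapamycin TOR inhibition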
LAP4 TOR yeast = alters LAP4-GFP fluorescence in TOR pathway yeast screen; GFP response vs DMSO, % at 10 µM; AID 2023; S. cerevisiae LAP4-GFP multiplex, flow cytometry GFP, 3 h; median GFP as percent of DMSO wells; 0.34% of 320,000 active;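 active = GFP response vs DMSO above a set limit, about the screen mean plus 3 SD, cut at about 150% in these data; inconclusive = under 70 cell events counted for the yeast strain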
EBNA-1 inhibitor = blocks EBNA-1 binding to DNA; EBNA-1 DNA binding, fluorescence polarization; inhibition, % at 14.8 µM; 0.34% of 300,000 active; in the data active = inhibition above about 28%
procasp3 activ = activators of human procaspase-3; recombinant procaspase-3 D3A, Ac-DEVD-pNA absorbance 405 nm; activation, % at 8.5 µM; P42574; AID 463141; 0.11% of 330,000 active;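 active = activation above the mean of all tested compounds plus 3 SD, cut at about 21% in these data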;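 also: 0% = DMSO alone and 100% = DMSO wells spiked with extra 5 µM PC-3 D3A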
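Technique: 405 nm absorbance of p-nitroaniline, reads at 0 and 120 min; Test system: Procaspase-3 D3A mutant; Incubation: 1 h enzyme-compound preincubation, then 2 h substrate reaction, 25 °C; Repeats: singlicate, each compound tested once; Benchmarks: low control DMSO wells, high control DMSO plus 5 µM PC-3 D3A.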
procasp7 counter = activates human procaspase-7, counter-screen for procaspase-3 activators; P55210; recombinant procaspase-7, Ac-DEVD-pNA absorbance 405 nm; D23A/D198A/D206A triple mutant, cannot self-cleave; scale: DMSO 0, 5 µM enzyme 100; activation, % at 8.5 µM; 0.093% of 330,000 active; AID 463210;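 active = percent activation above the screen-wide mean plus 3 SD, cut at about 25% in these data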
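Assay system: Uncleavable procaspase-7 mutant enzyme; Input: 2 µM procaspase-7 mutant as dispensed; Also added: DEVD-pNA substrate; Medium: Zinc-free HEPES pH 7.4 with 300 mM NaCl, 0.01% Triton X-100; Timing: 1 h compound preincubation, 2 h substrate cleavage, 25 °C; Measured by: Epi-absorbance of released pNA at 405 nm, two timepoints.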
ZTA DNA inh = blocks Epstein-Barr virus ZTA, an EBNA-1 counter-screen | ZTA-DNA binding, fluorescence polarization | inhibition, % at 11 µM | 0.15% of 320,000 active; in the data active = inhibition above about 33%
Numbers without * were called inactive; u = inconclusive; x = no result given; [ ] = remark or other dose.

Compound	MEP2-GFP yeast	AHR act	RPL19A TOR yeast	LAP4 TOR yeast	EBNA-1 inhibitor	procasp3 activ	procasp7 counter	ZTA DNA inh
C=CC#CC1(O)CC(C)N(C)CC1C (stereo not given)	96	0	96	105	2	9	2	1
CC1=NN(C(N)=S)C(=O)C1N=Nc1ccccc1O (stereo not given)	105	47*	104	98	-13	-5	2	-18
O=C(CN(Cc1ccccc1)S(=O)(=O)c1ccc(S(=O)(=O)N2CCOCC2)cc1)Nc1ccccc1	115	1	94	117	-15	-12	2	-9
CCCNC(=O)c1n[nH]c2c1CC(C(C)(C)CC)CC2 (stereo not given)	102	-7	100	103	9	6	1	11
COc1ccc(N(CC(=O)Nc2cccnc2)S(=O)(=O)c2ccccc2)cc1Cl	105	3	107	95	2	3	-3	-13
CCn1c(=O)c(C(=O)CN2CCN(Cc3ccc4c(c3)OCO4)CC2)c(N)n(Cc2ccccc2)c1=O	103	1	94	114	3	3	-11	-1
Cc1nn(C(C)(C)C)c(NC(=O)c2ccccc2)c1C#N	107	2	99	101	-2	-6	2	-10
CCN1C(=S)N[C@@H](CCc2ccccc2)[C@H](C(=O)OC)[C@H]1C	89	2	95	109	3	-8	9	-3
COc1ccc2c(c1OC)C(=O)OC2c1c(O)nc(SC)n(-c2ccccc2)c1=O (stereo not given)	90	0	90	89	-4	-4	5	-10
CCCCCSc1nc2c(c(=O)[nH]c(=O)n2C)n1C(C)C	100	-1	95	101	0	-5	-1	1
CC(=O)c1ccc(-n2c(SCC(=O)c3c[nH]c4ccccc34)nc3ccccc3c2=O)cc1	103	-6	104	91	24	0	-3	6
Cc1cc(O)c(C(C)C)cc1N=C1CSC(=O)N1	108	3	110	108	-6	3	6	-5
O=C(O)c1nc(Cl)c(Cl)c(N/N=C/c2ccccc2C(F)(F)F)c1Cl	103	17	104	92	-4	-5	5	6
CC(C)CCNC(=O)CN(C(=O)CCC(=O)Nc1ccccn1)c1ccc2c(c1)OCCO2	100	1	98	96	-18	11	6	-11
Cc1ccc(S(=O)(=O)N(C)c2ccc(OC(=O)c3cccs3)cc2)cc1	109	1	99	115	x	3	5	x
CCN(CC)S(=O)(=O)c1ccc(N2CCCC2)c(NC(=O)c2ccccc2OC)c1	97	4	96	90	-6	1	10	-2
COc1ccc(C2C(C(=O)N3CCCC3)CC(=O)N2c2ccc(OC)cc2)cc1 (stereo not given)	97	1	102	99	8	2	7	12
CC1CCN(S(=O)(=O)c2ccc3ncn(CC(=O)N(C)C4CCCCC4)c(=O)c3c2)CC1	99	0	93	99	4	-3	5	0
COc1ccc(C)cc1S(=O)(=O)n1ccnc1C	99	2	95	106	10	-6	10	7
Cn1c(SCC(=O)N2CCCC2)nnc1-c1ccc2c(c1)OCO2	108	3	105	101	-3	1	-9	5
COc1cccc(/C=C2/SC(=O)N(CC(=O)N3CCc4ccccc4C3)C2=O)c1OCC(=O)O	92	2	99	104	-4	0	-4	-6
CCOC(=O)C1=C(N)N(c2ccccc2)C(=O)C1	83	0	87	77	0	5	-5	-21
NC(=O)CC(NC(=O)c1ccccc1)c1ccc(N2CCCCCCC2)c([N+](=O)[O-])c1 (stereo not given)	92	2	94	126	-5	1	-2	3
Cc1ccc(C(=O)CCC(=O)Nc2ccc(Cl)c(S(=O)(=O)Nc3cccc(Cl)c3)c2)cc1	100	1	102	93	20	1	3	2
CCOc1ccc(NC(=O)COC(=O)c2n[nH]c3ccccc23)cc1	99	16	99	101	x	7	7	x
O=C(CNC(=O)c1cccs1)NCCc1ccco1	99	2	95	95	x	1	-3	-14
COC(=O)CC1COc2ccccc2N1C(=O)c1ccc(C(C)(C)C)cc1 (stereo not given)	99	0	99	107	13	-6	2	-1
O=C(CSc1ccccc1)Nc1nc2ccccc2[nH]1	95	10	102	100	-5	6	9	2
CCOC(=O)C1=C(NC(=S)NC(=O)c2ccccc2)c2ccccc2CC1(C)CC (stereo not given)	101	3	101	102	-4	8	-8	9
Cc1cccc(-c2c(NC(=O)c3ccco3)oc3c(C)cccc3c2=O)c1	98	1	102	104	-2	2	-3	16

Results in RPL19A TOR yeast, ZTA DNA inh and EBNA-1 inhibitor (2 entries from above):
SMILES	RPL19A TOR yeast	ZTA DNA inh	EBNA-1 inhibitor
COC(=O)CC1COc2ccccc2N1C(=O)c1ccc(C(C)(C)C)cc1 (stereo not given)	99	-1	13
O=C(CSc1ccccc1)Nc1nc2ccccc2[nH]1	102	2	-5

Other entries follow.
Compound	MEP2-GFP yeast	AHR act	RPL19A TOR yeast	LAP4 TOR yeast	EBNA-1 inhibitor	procasp3 activ	procasp7 counter	ZTA DNA inh
CC(=O)OC(C(=O)Nc1nccs1)c1ccccc1 (stereo not given)	112	0	100	98	-2	-1	0	3
COc1ccccc1C(=O)NCCNC(=O)c1ccc(C)nc1	108	-4	106	98	11	18	3	10
CCc1ccc(CN2CCSCC2)cc1	106	0	100	90	-12	2	-2	-7
CCS(=O)(=O)c1nc(S(=O)(=O)c2ccc(Cl)cc2)c(NCCN2CCOCC2)s1	107	3	107	101	-9	0	1	-4
O=C1COc2ccc(C(=O)COC(=O)COc3ccccc3[N+](=O)[O-])cc2N1	99	2	101	108	-3	1	-7	2
CCCNC(=O)C(Cc1cccc(Cl)c1)NC(=O)c1ccccc1 (stereo not given)	90	4	91	92	x	1	-5	-5
O=Cc1ccc(O)cc1O	u	0	u	93[may fluoresce red]	-14	0	-6	14
COc1ccc(NC(=O)CN(C)C(=O)c2cc(-c3cccs3)nn2-c2ccccc2)cc1	109	4	102	100	-10	-2	5	-4
CC(=O)Nc1ccc(S(=O)(=O)Nc2ccccc2C(=O)N2CCCCCC2)cc1	106	2	100	90	4	8	12	-3
Cc1ccc(N2C(=O)Nc3ccc(Br)cc3C2(O)C(=O)NCCCN(C)C)cc1C (stereo not given)	92	6	92	95	-9	-5	-6	5
CCC(C)Sc1cccc(-c2nc3ccc(C)cn3c2NC2CCCCC2)c1 (stereo not given)	95	20	98	102	-5	6	12	-2
O=C(c1ccccc1)N1CCN(CC(O)Cn2ccc3ccccc32)CC1 (stereo not given)	105	1	100	102	7	0	4	1
O=S(=O)(c1ccc(NC(=S)N/N=C/c2cccc(Oc3ccccc3)c2)cc1)N1CCOCC1	165	1	113	127	7	1	12	8
N#CCCN1CCN(C(=S)c2ccc(-c3cccc(Cl)c3)o2)CC1	104	3	99	108	-3	-2	-2	1
OCCN(CCO)Cc1csc2ccccc12	104	1	98	89	-5	11	-4	-5

Three entries from above, set out differently:
Order of results: MEP2-GFP yeast, AHR act, RPL19A TOR yeast, LAP4 TOR yeast, EBNA-1 inhibitor, procasp3 activ, procasp7 counter, ZTA DNA inh
> O=C(CN(Cc1ccccc1)S(=O)(=O)c1ccc(S(=O)(=O)N2CCOCC2)cc1)Nc1ccccc1
  115, 1, 94, 117, -15, -12, 2, -9
> CCCNC(=O)c1n[nH]c2c1CC(C(C)(C)CC)CC2 (stereo not given)
  102, -7, 100, 103, 9, 6, 1, 11
> COc1ccc(N(CC(=O)Nc2cccnc2)S(=O)(=O)c2ccccc2)cc1Cl
  105, 3, 107, 95, 2, 3, -3, -13

Additional compounds
Compound	MEP2-GFP yeast	AHR act	RPL19A TOR yeast	LAP4 TOR yeast	EBNA-1 inhibitor	procasp3 activ	procasp7 counter	ZTA DNA inh
Cc1cc(C(=O)Cn2nc(C(=O)O)c3ccccc3c2=O)c(C)n1CC(F)(F)F	91	0	96	88	-3	-6	2	-16
CC(C)c1ccc(C(=O)CSc2n[nH]c(-c3ccncc3)n2)cc1	98	5	99	99	0	10	-3	-19
CCn1cnc2cc(NS(=O)(=O)c3ccc(OC)c(OC)c3)ccc21	107	2	106	97	-1	-2	-7	5
COc1ccc2c(c1)C(NC(C)=O)C(=O)N2CCc1ccccc1 (stereo not given)	110	3	102	109	7	4	3	0
CC(C(=O)NCCCc1ccccc1)n1cccc1C(=O)c1ccccc1 (stereo not given)	100	4	104	106	-14	8	-12	-2
Cc1nnc(SCC(=O)O)s1	100	0	104	100	0	7	16	-4
CCC(C)NC(=O)c1cc2cc3ccc(OC)cc3nc2s1 (stereo not given)	106	-2	98	107	-12	11	-1	10
Cc1ccccc1C(=O)Nc1cc(-c2cc(C(C)(C)C)oc2C)nn1C	116	-3	106	112	-2	3	-3	-5
CCOC(=O)C1C(=O)CC(C)(O)C(C(=O)OCC)C1c1ccc(N(CC)CC)cc1 (stereo not given)	98	2	96	104	12	-1	-6	-3
CCN(CC(=O)Nc1ccccc1SC)Cc1nc2ccccc2c(=O)[nH]1	95	7	94	97	11	4	11	8
COc1cc(NC(=O)c2onc(C)c2Cl)cc(OC)c1OC	104	10	101	96	-5	0	-7	-21
CCOc1ccc(N(CC(=O)NC(C)C)C(=O)CCC(=O)Nc2ccccn2)cc1	100	0	102	89	-10	6	-4	-14
COc1cccc(N(CC(=O)N2CCN(c3ccccc3OC)CC2)S(C)(=O)=O)c1	128	1	102	111	-16	-11	13	-5
COc1cccc(-n2nnnc2SCC(=O)NCc2ccco2)c1	102	4	113	102	2	3	-1	-16
c1cc(C2CCN(Cc3nc(-c4ccc5c(c4)OCO5)no3)CC2)ccn1	95	2	101	105	0	7	1	3

Shown as a hit in AHR act, of those listed so far:
compound	MEP2-GFP yeast	AHR act	RPL19A TOR yeast	LAP4 TOR yeast	EBNA-1 inhibitor	procasp3 activ
CC1=NN(C(N)=S)C(=O)C1N=Nc1ccccc1O (stereo not given)	105	47*	104	98	-13	-5

The list goes on:
Compound	MEP2-GFP yeast	AHR act	RPL19A TOR yeast	LAP4 TOR yeast	EBNA-1 inhibitor	procasp3 activ	procasp7 counter	ZTA DNA inh
O=C(CSc1nnc(-c2ccc(OC(F)F)cc2)o1)NCc1cccs1	100	2	99	101	147*	3	3	78*
O=C(Oc1c(Cl)cc(Cl)c2cccnc12)c1cccs1	102	7	98	222*	-4	-2	-9	0
Cc1cc(NC(=O)C(C)Oc2ccccc2)no1 (stereo not given)	104	-2	91	86	-13	4	-4	-10
O=c1c(-c2ccc(Br)cc2)[n+]([O-])c2ccccc2n1OCc1ccccn1	92	8	103	92	0	-5	-2	-14
COc1ccc(C(=O)NCC(=O)OCC(=O)N2CC(C)CC(C)C2)cc1 (stereo not given)	100	1	94	91	-7	-1	0	-5
CC(C)c1ccccc1NS(=O)(=O)c1cccs1	93	-2	97	93	-3	-2	-6	-22
O=C(Nc1ccc(N2CCN(C(=O)c3ccco3)CC2)c(Cl)c1)c1c(F)c(F)c(F)c(F)c1F	101	-7	95	x	-5	-20	-2	-32
CC(=O)NC1=NN(C(C)=O)C(C)(c2ccccc2)S1 (stereo not given)	94	-1	91	92	1	-3	6	-3
C/C(=N\NC(=O)Cc1c[nH]c2ccccc12)c1ccc2ccccc2c1	102	11	102	109	-17	3	9	-5
COCCNC(=O)COC(=O)c1ccc(S(=O)(=O)N2CCOCC2)cc1	100	-1	101	97	-1	9	1	1
O=C(Nc1cccc([N+](=O)[O-])c1)C1C2/C=C\CCCCC21 (stereo not given)	93	5	94	93	-1	0	3	-11
CCc1c(O)nc(SCC(=O)Nc2cc(C)on2)n(-c2ccccc2)c1=O	101	-1	105	98	-9	3	2	-1
Cc1cc(C)n(CC(=O)O)c(=O)c1[N+](=O)[O-]	104	0	115	106	8	-1	9	7
COc1ccc(CCNC(=O)c2ccc(N(C)S(=O)(=O)c3ccc(C)cc3)cc2)cc1OC	111	2	102	103	5	-2	6	-2
COc1ccc2c(c1OC)C(=O)N1C2SC(C)(C)[C@H]1C(=O)NCC(C)C (stereo not given in full)	104	0	100	101	-4	7	5	1
